RORg inh: inhibitors of mouse ROR gamma transcriptional activity. Drosophila S2 Gal4-RORgamma UAS-luciferase reporter, 20 h. Potency, µM (titrated, usually from 53.6 µM), for inactives: top-dose activity change, negative = inhibition, usual class: inhibitors. actives 5.4% (n = 310,000). AID 2551; further: on the % scale 0 is the no-effect control and ±100 the full control effect; nearly all actives have a fitted effect of over 60% in size
Target sequence (P51450 whole entry, looked up, the tested form may be a part): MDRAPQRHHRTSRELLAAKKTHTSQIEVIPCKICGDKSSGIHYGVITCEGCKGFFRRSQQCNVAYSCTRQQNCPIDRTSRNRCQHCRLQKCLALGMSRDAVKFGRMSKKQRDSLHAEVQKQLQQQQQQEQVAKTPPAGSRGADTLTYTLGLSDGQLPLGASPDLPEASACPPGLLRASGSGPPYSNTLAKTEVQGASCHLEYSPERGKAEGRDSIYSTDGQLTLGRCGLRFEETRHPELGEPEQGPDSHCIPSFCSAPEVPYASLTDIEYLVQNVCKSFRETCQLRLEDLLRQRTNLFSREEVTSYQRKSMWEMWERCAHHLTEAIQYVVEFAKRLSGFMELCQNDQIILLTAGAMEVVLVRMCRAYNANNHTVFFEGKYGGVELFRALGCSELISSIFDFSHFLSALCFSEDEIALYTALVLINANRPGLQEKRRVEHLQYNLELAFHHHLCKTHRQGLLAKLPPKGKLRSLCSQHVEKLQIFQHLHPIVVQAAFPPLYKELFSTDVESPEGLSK
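Compounds are pin-transferred onto Drosophila Schneider cells expressing a copper-inducible Gal4–ROR gamma transactivation domain fusion. After 1 hr, copper sulfate is added to 700 uM final; luciferase is read 20 hr later.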
MBNL1 CUG block: blocks human MBNL1 binding to CUG repeat RNA. actives 0.036% (n = 280,000). Potency, µM (doses to about 57.5 µM), without a hit: at the highest dose activity change, negative = inhibition, most hits filed as inhibitors. Q9NR56. TR-FRET MBNL1-His/biotin-(CUG)12 binding, 665/545 ratio. AID 2675; active means well fitted inhibition curve with a large enough effect in the signal ratio, with a control signal flat, not every such curve was filed as active; inconclusive means small, poorly fitted or top-dose-only effect, or effect the other way, or a change in a side signal; inactive means no such curve, though single readings can be large or run the other way; the % refers to the signal ratio; further: on the % scale 0 is the no-effect control and ±100 the full control effect
Target sequence (Q9NR56 whole entry, looked up): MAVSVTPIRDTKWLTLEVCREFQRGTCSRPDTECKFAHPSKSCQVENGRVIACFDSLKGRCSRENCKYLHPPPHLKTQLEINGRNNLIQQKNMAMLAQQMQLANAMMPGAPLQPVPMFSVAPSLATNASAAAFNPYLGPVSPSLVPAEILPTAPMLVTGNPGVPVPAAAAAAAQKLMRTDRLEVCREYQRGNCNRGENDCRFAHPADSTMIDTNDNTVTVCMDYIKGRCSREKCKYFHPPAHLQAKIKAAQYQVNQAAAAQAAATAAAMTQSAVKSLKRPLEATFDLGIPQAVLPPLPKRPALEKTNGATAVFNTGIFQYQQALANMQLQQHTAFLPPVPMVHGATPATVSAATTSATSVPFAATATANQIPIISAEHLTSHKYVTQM
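TR-FRET between His-tagged MBNL1 and biotin-(CUG)12 RNA, detected with Tb anti-His antibody (0.055 ng/ul) and streptavidin-XL665 (5 nM), 60 min at room temperature. Compounds titrated 92 nM to 58 uM; 665/545 nm ratio normalized to buffer and complex controls.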
BRCA1 expr act: increases BRCA1 expression; AID 624202; MCF7-BRCA1-FFLuc reporter, luminescence, 48 h; response scale: scaled: vehicle 0%, 10 µM genistein 100%; actives 1.1% (n = 380,000); Potency, µM (top dose mostly 46.1 µM), for inactives: top-dose activation, actives largely listed as activators; further: nearly all actives have a fitted effect of over 80% in size; some results filed as inactive show a strong effect at the top dose
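MCF7-BRCA1-FFLuc cells, 2000/well in phenol-red-free MEM, attached 2 h then treated 48 h at 37 C. Luciferase luminescence read 15 min after reagent; normalized to genistein maximum activation (10microM) and DMSO, concentration-response fitted.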
FLuc modulator: inhibits or activates purified firefly luciferase, miR-21 counter-screen | P08659 | purified FLuc, Km substrates, luminescence inhibition | Potency, µM (highest dose often 57.5 µM), inactives show at the highest dose activity change, negative = inhibition, most hits filed as inhibitors | actives 6.9% (n = 360,000) | AID 588342;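 further: plate controls were vehicle for no effect and reference inhibitor for full effect; nearly all actives have a fitted effect of over 55% in size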
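Biochemical qHTS of compounds, final roughly 60 µM downward over six points, against 10 nM purified firefly luciferase using Km concentrations of substrates (10 uM D-luciferin, 10 uM ATP) in Tris acetate pH 7.5 buffer; luminescence output.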
Rab9 prom act: Rab9 promoter activation; Potency, µM (titrated, usually from 9.22 µM), inactives show at the highest dose activation, negative = inhibition, hits mostly activators; AID 485297; Huh7 Rab9 promoter-luciferase reporter, luminescence, 24 h; actives 2.8% (n = 320,000); further: % of control where 0% means no effect; nearly all actives have a fitted effect of over 60% in size
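Steps: seed 1500 Huh7 Rab9-luc cells per well, rest 2 h at 37 °C; add compound in DMSO; incubate 24 h; add luciferase reagent, 10 min ambient; read luminescence.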
ELG1 genotox: inducers of genotoxicity in HEK293T ELG1-luciferase cells. actives 1.3% (n = 330,000). HEK293T ELG1-luciferase reporter, luminescence, 16 h. AID 504466. Potency, µM (titrated, usually from 46 µM), without a hit: top-dose activity change, positive = activation, usual class: activators; further: % of control where 0% means no effect; nearly all actives have a fitted effect of over 60% in size
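Genotoxic stress is detected as increased luminescence from luciferase-tagged ELG1 in HEK293T cells, measured with ONE-Glo after a 16 hr treatment at 37 °C.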
Gal4-VP16 FLuc: inhibits Gal4-VP16 luciferase reporter, ROR gamma counter-screen. Potency, µM (titrated, usually from 53.6 µM), inactives show at the highest dose activity, negative = inhibition, most hits filed as inhibitors. actives 3.5% (n = 310,000). Drosophila S2 Gal4-VP16 UAS-luciferase, luminescence, 20 h;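 further: Gal4-VP16 expression switched on by copper sulfate through the metallothionein promoter; on the % scale 0 is the no-effect control and ±100 the full control effect; nearly all actives have a fitted effect of over 50% in size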
NPC1 prom act: activates the NPC1 promoter; Huh7 NPC1 promoter luciferase reporter, 24 h; Potency, µM (top dose mostly 9.22 µM), for inactives: at the highest dose activation, hits mostly activators; actives 2.4% (n = 320,000); AID 485313;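 further: % of control where 0% means no effect; nearly all actives have a fitted effect of over 60% in size; reporter is driven by a mutant NPC1 promoter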
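NPC1 promoter–luciferase Huh7 cells; 24 h compound; luminescence.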
p53 reactivation: mutant p53 re-activation in reporter cells | Potency, µM (top dose mostly 92.2 µM), without a hit: top-dose activity change, positive = activation, hits mostly activators | AID 504706 | H1299 p53-A138V BP100-luciferase reporter, luminescence, 24 h | actives 0.063% (n = 320,000); further: % of control where 0% means no effect; nearly all actives have a fitted effect of over 45% in size
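H1299 (p53-null), stable ts p53-A138V + BP100-Luc; 1000 cells/well, Opti-MEM/10% FBS; cpd 4 pt, 1:5; 24 h, 37 deg C, 5% CO2; detection reagent 10 min RT; luminescence.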
MLL CXXC-DNA inh: blocks binding of human MLL CXXC domain to DNA. Q03164. MLL-CXXC / FITC-HOXA9 DNA fluorescence polarization. Potency, µM (highest dose often 115 µM), for inactives: top-dose activity change, negative = inhibition, hits mostly inhibitors. actives 0.037% (n = 290,000). AID 2662; active means well fitted inhibition curve with a large enough effect in the polarisation, with a control signal flat, not every such curve was filed as active; inconclusive means small, poorly fitted or top-dose-only effect, or effect the other way, or a change in a side signal; inactive means no such curve, though single readings can be large or run the other way; the % refers to the polarisation
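Steps: dispense CXXC domain solution (7 uM) → pin compounds or unlabeled HOX-A9 DNA control → 5 min ambient → add FLSN-HOX-A9 solution (50 nM) → spin → 30 min ambient → fluorescence polarization. Tris pH 7.5/NaCl/DTT/BSA buffer.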
uPA surface inh: inhibitors of cell surface uPA generation. cell surface uPA generation assay, qHTS. Potency, µM (series often up to 38.3 µM), without a hit: at the top dose activity change, negative = inhibition, hits mostly inhibitors. actives 0.31% (n = 330,000). AID 540303; active means well fitted inhibition curve with a large enough effect; inconclusive means small, poorly fitted or top-dose-only effect; inactive means no such curve, though single readings can be large or run the other way; tested in mouse RAW 264.7 cells; further: on the % scale 0 is the no-effect control and ±100 the full control effect; nearly all actives have a fitted effect of over 55% in size
* = called active by the depositor; ? = inconclusive; . = no result given; [ ] = dose if it differs, or a comment. Unless noted, the call rests on the fitted dose curve; in most records, active means well fitted curve in the direction sought with a large enough effect; inconclusive means small, poorly fitted or top-dose-only effect, or another doubt; inactive means no such curve, though single readings can be large; an effect the other way counts as inactive or inconclusive. Potency means the concentration at half of the fitted maximal effect. Some of the compounds tested (hit frequency here may not be typical).

SMILES | RORg inh | MBNL1 CUG block | BRCA1 expr act | FLuc modulator | Rab9 prom act | ELG1 genotox | Gal4-VP16 FLuc | NPC1 prom act | p53 reactivation | MLL CXXC-DNA inh | uPA surface inh
CCOCCCNC(=O)c1ccc2c(c1)ncn2-c1ccccc1OC | 25% | -6% | 3% | -4% | -4% | 5% | 12% | 1% | 16% | -2% | 0%
O=C(c1cccs1)N(CCN1CCCCC1)CC1CCCN(C2CCCC2)C1 (configuration not stated) | 35% | 0% | 81% | 17µM* | ? | 18% | -2% | 23% | ? | 19% | 4%
Nc1nnc(SC2CC(=O)N(c3ccccc3)C2=O)s1 (configuration not stated) | 5µM* | 3% | -12% | 2% | 11% | -1% | 10µM* | 0% | -15% | -6% | 2%
CCN1CCc2c(sc(NC(=S)NC(=O)c3ccco3)c2C(N)=O)C1 | 16% | . | -2% | ? | 5% | 1% | 7% | 17% | -9% | 6% | 3%
O=C(c1cc(Cl)nc2ccccc12)N1CCCCC1 | 7% | 7% | 7% | 6% | 4% | -2% | -4% | 3% | -4% | -3% | -8%
COc1cccc(N=Nc2ccc(O)c3ncccc23)c1 | 0.32µM* | ? | -68% | 6µM* | -18% | ? | -94% | 22% | ? | 3% | 7%
O=C(c1cccc(F)c1)N1CCCC(C(=O)N2CCCCCC2)C1 (configuration not stated) | 11% | -8% | -1% | -3% | -10% | 0% | -2% | -1% | 0% | 5% | 3%
O=C(NNc1ccccc1C(F)(F)F)c1cccs1 | 14% | . | -12% | -1% | 1% | 0% | 5% | 2% | -4% | -4% | 0%
COc1ccc2c(c1)C(C)=CC(C)(C)N2C(=O)CNCc1ccc2c(c1)OCO2 | -7% | -9% | -49% | 2% | -3% | -6% | 6% | 0% | -4% | -5% | 1%
COc1ccc(-c2csc(NC(=O)c3nc(-c4ccccc4)oc3C)n2)cc1 | -34% | -10% | -15% | -17% | -1% | 0% | -7% | -1% | -2% | 24% | -4%
C=CCn1c(=O)c2c(nc3n2CCCN3Cc2ccccc2)n(C)c1=O | 14% | -5% | 0% | 0% | -1% | 0% | 0% | 2% | -3% | -2% | 15%
Cc1cc(C(=O)NCCN2CCN(c3cccc(Cl)c3)CC2)n(-c2ccccc2)n1 | -1% | -4% | -51% | -2% | -18% | 3% | -7% | -5% | 5% | -1% | ?
Cn1c(=O)c2c(ncn2CC(=O)OCC(=O)Nc2ccccc2)n(C)c1=O | -5% | -7% | 6% | 3% | 4% | 4% | -13% | -1% | 10% | 5% | 1%
CC(NC(=S)Nc1c(Br)cccc1OC(F)F)C(C)(C)C (configuration not stated) | 10µM* | . | -31% | 5% | -5% | 0% | ? | -1% | 13% | 0% | 7%
CN(Cc1ccc(F)cc1)C(=O)c1ccc(NC(=O)CC2SC(N3CCCC3)=NC2=O)cc1 (configuration not stated) | . | . | 2% | -3% | -1% | -3% | . | 3% | 1% | . | 8%
CC1CCCCN1C(=O)CCS(=O)(=O)Cc1ccccc1 (configuration not stated) | -2% | 2% | -17% | -2% | 1% | 4% | 2% | 1% | -5% | 7% | -9%
C=CCN1/C(=C(\C#N)C2=NS(=O)(=O)c3ccccc32)N(C)c2ccccc21 | 11µM* | 6% | -10% | 7% | 0% | -3% | ? | 0% | -3% | 20% | .
CCN1CCN(C(=S)Nc2cccc(C(F)(F)F)c2)CC1 | 1% | -7% | -50% | 2% | -4% | 0% | ? | -3% | -3% | 4% | -6%
Cn1c(CNC(=O)c2cccs2)nnc1SCC(=O)Nc1ccc(Cl)cc1 | 25% | -8% | -20% | -20% | 0% | -1% | -1% | -1% | -2% | -7% | -2%
CCc1ccccc1NC(=O)C1=CC(c2cccs2)=NS(=O)(=O)N1C | -3% | ? | 33% | -1% | -2% | 3% | 6% | -3% | . | . | -28%
O=C(N/N=C/c1cccc2cccnc12)c1ccccc1O | 0.35µM* | ? | -66% | 7.6µM* | -9% | 21µM* | 0.79µM* | -1% | ? | -7% | 5µM*
O=C1/C(=C/c2cccnc2)SC(=S)N1Nc1ccccc1 | ? | . | 5% | -4% | 8% | 5% | -20% | -4% | 3% | -25% | 8%
O=S(=O)(c1cnc(Cl)c(Br)c1)N1CCCCCC1 | -6% | . | -19% | 2% | 1% | 4% | -10% | -2% | -3% | -4% | -1%
CSc1nc2[nH]ncc2c(=O)n1-c1ccccc1 | -10% | -23% | -33% | 0% | -1% | 1% | -2% | -3% | 1% | 19% | -1%
N#CCCn1c(-c2nonc2NC(=O)c2ccccc2Cl)nc2ccccc21 | -24% | 2% | 3% | 0% | -5% | 0% | 1% | 2% | -11% | -2% | 6%
CCOC(=O)c1cc(-c2ccccc2)n(CCC(=O)N2CCN(c3ccccc3OC)CC2)c1C | ? | -20% | -50% | 12% | -14% | -10% | ? | -1% | 15% | -5% | -7%
O=c1c2c3c(sc2nc2sc(CN4CCCCC4)cn12)CCCC3 | 13% | 26% | . | -11% | 26% | 10% | -8% | 1% | 6% | 0% | .
CC(C)OC(=O)CSc1nnc(-c2ccccc2)n1N | 1% | -2% | 5%[1.84 µM] | 4% | 0% | 1% | 3% | 0% | -4% | -4% | -4%
COc1cc(/C=N/NC(=O)c2cnn3c(C)cc(-c4ccccc4)nc23)ccc1O | -2% | -1% | -31% | -4% | 0% | 0% | -11% | -1% | -3% | 8% | 1%
CC1(C)CC(=O)C=C(NCCN2CCN(C(=O)Nc3ccc(Cl)c(Cl)c3)CC2)C1 | 40% | -6% | -27% | 1% | 6% | -11% | 14% | -6% | -9% | -7% | 1%

Grouped by structure: those above with a cyano group.
SMILES | RORg inh | MBNL1 CUG block | BRCA1 expr act | FLuc modulator | Rab9 prom act | ELG1 genotox | Gal4-VP16 FLuc | NPC1 prom act | p53 reactivation | MLL CXXC-DNA inh | uPA surface inh
C=CCN1/C(=C(\C#N)C2=NS(=O)(=O)c3ccccc32)N(C)c2ccccc21 | 11µM* | 6% | -10% | 7% | 0% | -3% | ? | 0% | -3% | 20% | .
N#CCCn1c(-c2nonc2NC(=O)c2ccccc2Cl)nc2ccccc21 | -24% | 2% | 3% | 0% | -5% | 0% | 1% | 2% | -11% | -2% | 6%

The list continues:
SMILES | RORg inh | MBNL1 CUG block | BRCA1 expr act | FLuc modulator | Rab9 prom act | ELG1 genotox | Gal4-VP16 FLuc | NPC1 prom act | p53 reactivation | MLL CXXC-DNA inh | uPA surface inh
CC1(C(=O)OCC(=O)Nc2nc(-c3ccc(F)c(F)c3)cs2)CC1(Cl)Cl (configuration not stated) | ? | 1% | -16% | -14% | 13% | -33%[inhibitor] | ? | 9% | 4% | -1% | -11%
O=C(O)c1cccc([N+](=O)[O-])c1C(=O)Nc1nc2ccccc2s1 | 1% | ? | 0% | -20% | 3% | 0% | -4% | 1% | ? | -4% | 4%
O=C(CC1CCCCC1)NCC1CCCO1 (configuration not stated) | 12% | -1% | 3% | 5% | . | . | 9% | . | . | 3% | 2%
CCOC(=O)C1=C(C)NC(=O)NC1c1ccc([N+](=O)[O-])o1 (configuration not stated) | -2% | ? | -7% | -1% | -1% | -2% | 6% | -7% | -1% | 2% | ?
O=C1CSc2ccc(C(=O)Nc3cccc(S(=O)(=O)Nc4ccc(Br)cc4)c3)cc2N1 | 16µM* | -10% | -98%[inhibitor] | ? | -28% | -13% | 10µM* | -22% | -7% | -27% | ?
CCOC(=O)n1c(=O)n(Cc2cccc(C)c2)c2ccccc21 | 34% | . | 0% | -11% | 1% | 2% | 2% | 3% | -1% | 3% | -1%
O=C(CCCc1c[nH]c2ccccc12)Nc1ccc2ccccc2c1 | ? | 65%[activator] | 7% | ? | 1% | 6% | -3% | 0% | ? | 6% | 3%
Cc1coc2cc3oc(=O)c(CCC(=O)NC4CC4)c(C)c3cc12 | 26% | 10% | ? | -3% | 10% | 1% | -2% | 21% | . | -15% | -18%
COc1ccc(-n2c(NC(=O)c3ccco3)c(C#N)c3nc4ccccc4nc32)cc1 | 9% | ? | -21% | 3% | -20% | -7% | -21% | 7% | 2% | ? | -4%
CCSc1n[nH]c2nc3c(c(=O)n12)C1(CCCC1)Cc1ccccc1-3 | 14µM* | 8% | -73% | 2% | -6% | -2% | -3% | 11% | 2% | -10% | -8%
COc1ccc(C)cc1NC(=O)NC1CCN(Cc2ccccc2)CC1 | ? | 3% | -31% | -1% | -14% | -11% | . | 1% | -11% | 10% | .
O=C1c2ccccc2-c2cccnc21 | ? | ? | 14% | 3% | -2% | -4% | ? | -4% | -3% | -8% | -7%
COc1ccccc1N(CC(=O)Nc1ccccc1C)S(C)(=O)=O | -8% | -7% | 15% | 2% | -7% | -1% | -2% | -3% | 1% | -5% | 3%
